HIF-2a block: HIF-2a reporter inhibitors, primary screen, luminescence, 786-0 RCC cells; 786-0 RCC cells HIF-2a reporter, luciferase luminescence, overnight; 360,000 tested, 0.72% active; inhibition, % at 18.8 µM;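 active = inhibition of the luminescence signal of 40% or more relative to plate controls, in a single-dose primary screen at 18.75 µM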
NR2E3 ag-1: NR2E3 agonists in two-hybrid cells, primary screen, cell-based, luminescence, CHO-S, Gal4-NCOR/VP16-NR2E3 | Photoreceptor-specific nuclear receptor (Homo sapiens), Q9Y5X4 | luciferase | inhibition of corepressor binding, % at 3.98 µM | 360,000 tested, 0.35% active | AID 602229, 2012;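 active = inhibition above the mean of all tested compounds plus 3 SD, cut at about 70% in these data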;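 note: 0% = DMSO with NR2E3 transfected cells and 100% = cells lacking NR2E3 construct; higher means lower luciferase signal from less NR2E3 corepressor binding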
Target sequence (Q9Y5X4 whole entry, looked up, the tested form may be a part): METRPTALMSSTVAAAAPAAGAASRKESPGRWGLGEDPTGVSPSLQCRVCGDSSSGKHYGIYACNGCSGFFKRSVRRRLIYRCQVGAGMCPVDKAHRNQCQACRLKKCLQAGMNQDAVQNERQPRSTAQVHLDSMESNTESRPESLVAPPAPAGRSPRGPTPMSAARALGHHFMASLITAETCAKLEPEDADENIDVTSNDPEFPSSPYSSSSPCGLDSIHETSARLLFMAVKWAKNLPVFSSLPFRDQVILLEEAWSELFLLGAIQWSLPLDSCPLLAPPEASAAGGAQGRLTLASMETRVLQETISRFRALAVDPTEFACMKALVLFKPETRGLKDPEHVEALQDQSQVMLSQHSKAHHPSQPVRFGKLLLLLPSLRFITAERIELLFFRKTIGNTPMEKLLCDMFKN
CF NFkB block: inhibitors of PAF-induced NF-kB signaling, primary screen, cell-based, GFP fluorescence, uHTS; KKLEB NF-kB-GFP reporter, GFP fluorescence overnight; inhibition, % at 5 µM; 360,000 tested, 0.86% active;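 active = at least 50% inhibition at 5 µM, scaled per plate between neutral and stimulator controls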;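 note: PAF is a Pseudomonas aeruginosa culture filtrate used as stimulus; plate controls were PAF-stimulated DMSO wells for no effect and unstimulated DMSO wells for full effect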
TRPM1 prom inh: inhibitors of MITF-dependent TRPM1 promoter reporter, primary screen, cell-based, SK-MEL-5, single point, luciferase | SK-MEL-5 TRPM1 promoter luciferase, 24 h | inhibition, % at 12.5 µM | 330,000 tested, 0.83% active;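 active = mean inhibition across replicates of 60% or more, whatever share of single replicates reaches that level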; note: values of inactives mirror those of a sister screen read the other way
hiPSC survival: enhancers of single-cell hiPSC survival, primary screen, ATPlite luminescence; 100% = ROCK inhibitor wells, 0% = DMSO; survival enhancement, % at 20 µM; 360,000 tested, 0.044% active; AID 602274, 2012; in the data active = survival enhancement above about 18%;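 note: cells exposed to compounds for 16 hours before the ATP read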
Peg3 promoter: Peg3 promoter-driven luciferase inhibitors, primary screen, cell-based, HeLa, luciferase luminescence | 360,000 tested, 1.7% active | HeLa PEG-Prom luciferase reporter, overnight | inhibition, % at 20 µM;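 active = inhibition of at least 50% at 20 µM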
NR2E3 ag-2: inhibitors of NR2E3-RetCOR corepressor binding, primary screen, NR2E3 agonist project, biochemical, TR-FRET, GST-NR2E3, biotin-RetCOR; AID 2300, 2010; inhibition of corepressor binding, % at 4.78 µM; 1536-well; Photoreceptor-specific nuclear receptor (Homo sapiens), Q9Y5X4; 320,000 tested, 0.12% active;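 active = percent inhibition above the cutoff of mean plus 3 SD of all tested compounds, set per screening campaign, cut at about 20% in these data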;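 note: 0% = DMSO wells and 100% = biotin wells as full block of FRET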
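Test system – NR2E3–RetCOR corepressor complex · Quantity – NR2E3 fusion 1.35 nM · Buffer or medium – Tris pH 7.5 · Incubation – Compound–protein incubation for 5 h at 4 °C · Technique – TR-FRET, Eu(K)-anti-GST donor, streptavidin-D2 acceptor, ex 340, em 617/671 nm · Evaluation – percent inhibition of 671/617 nm emission ratio versus biotin and DMSO controls · Plate – 1536-well format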
aDG glyco act: activators of alpha-DG glycosylation, primary screen, uHTS, Pro5-aDG cells, AlphaScreen. alpha-DG glycosylation AlphaScreen (IIH6); 0% Pro5, 100% B10-LARGE cell signal. activation, % at 10 µM. 360,000 tested, 0.22% active;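 active = activation of at least 8% versus controls, or a plate z-score of at least 8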;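 note: Pro5 are CHO cells carrying HIG-tagged alpha-DG that lacks glycosylation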
TWEAK Fn14 block: inhibitors of TWEAK-Fn14 signaling, primary screen, luciferase reporter cells, uHTS; AID 1159606, 2016; TWEAK-stimulated Fn14 reporter cells, luciferase luminescence, 8 h; inhibition, % at 10 µM; 360,000 tested, 2% active; in the data active = inhibition above about 50%
Shn3 3UTR inh: reduction of Shn3 3'UTR firefly luciferase signal, primary screen, Schnurri-3 inhibitor project, cell-based, Clone20 osteoblasts, set 2 | Clone20 osteoblast Shn3 3'UTR firefly luciferase, 24 h | inhibition, % at 12.5 µM | 360,000 tested, 0.52% active | AID 588674, 2011;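 active = mean inhibition of at least 75% with every replicate also reaching 75%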;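 note: 0% = median of neutral control wells and 100% = pilot-screen positive control compound; some compounds past the cut are filed as inactive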
KKLEB cytotox: cytotoxicity in KKLEB CF airway cells, primary screen, cytotoxicity control for CF NF-kB inhibitor project, cell-based, uHTS, fluorescence assay plates. KKLEB CF airway cells viability, ATPlite luminescence, overnight; active compounds read low; cells stimulated with P. aeruginosa culture filtrate. activity change (cytotoxicity), % at 5 µM. 360,000 tested, 0.36% active. AID 602141, 2011;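 active = corrected activity change at or below -50% at 5 µM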
Starred values were filed as active, the others as inactive; x = not tested or not shown.

molecule,HIF-2a block,NR2E3 ag-1,CF NFkB block,TRPM1 prom inh,hiPSC survival,Peg3 promoter,NR2E3 ag-2,aDG glyco act,TWEAK Fn14 block,Shn3 3UTR inh,KKLEB cytotox
CCO[C@H]1OC(C(N)=O)=C[C@@H](c2csc3ccccc23)[C@@H]1CCCO,14,14,2,5,6.7,1,4,0.0,9,12,4
Cc1ccc(C(=O)OCC(=O)Nc2cccc(Cl)c2C)c(O)c1,7,-10,11,6,2.3,-3,-5,-0.1,-16,-1,3
CN(C)S(=O)(=O)c1cc([N+](=O)[O-])ccc1N1CCCCCC1,9,-2,4,-2,-1.6,30,2,-0.3,-10,3,2
CNc1nc(Cl)c(SC)c(NC2CCCCC2)n1,28,-6,17,2,1.4,18,1,-0.1,9,-13,-19
O=[N+]([O-])c1ccccc1N=NNc1ccccc1,-214,-5,-28,-35,3.7,-257,x,-0.1,-26,-79,16
Cc1c(NC(=O)CCCOc2ccccc2)cccc1[N+](=O)[O-],7,-11,6,1,-2.5,-5,1,-0.1,6,16,-16
CC(=O)Nc1sc2c(c1C(N)=O)CCN(Cc1ccccc1)C2,10,14,-9,2,-0.4,6,0,0.7,-2,2,-1
CC(C)(C)c1ccc(C(=O)NC(=S)Nc2sc3c(c2C#N)CCC3)cc1,-64,-7,-19,-12,-1.2,-9,0,0.1,-49,-11,-1
COc1ccc(NS(=O)(=O)c2ccc(NC(=S)NC(=O)/C=C/c3ccc(C)cc3)cc2)nn1,18,-2,1,-15,0.2,10,1,0.0,38,21,-6
CCOC(=O)c1c(-c2ccc(-c3ccccc3)cc2)csc1NC(=O)CCC(=O)O,8,0,6,0,-0.5,7,-1,0.2,-6,10,13
Cc1cc(NC(=O)c2cccc(S(=O)(=O)N3CCC(C)CC3)c2)no1,16,1,0,2,2.0,14,1,0.2,27,23,-4
Oc1ccc(NCc2cccs2)cc1,57*,1,14,-3,-0.6,6,1,0.1,-18,-10,2
Cc1ccc(-c2nnn(CC(=O)N(Cc3ccccc3)C(C(=O)NC3CCCC3)c3ccncc3)n2)o1 (stereo not drawn),24,3,-1,-2,-1.7,3,-2,0.2,0,12,5
O=C(c1ccc(Cl)c(S(=O)(=O)N2CCCCC2)c1)N1CCCC(C(F)(F)F)C1 (stereo not drawn),11,3,9,9,-0.1,27,0,-0.3,1,7,0
CCCCNC(=O)CSc1nc(O)c(Cc2ccc(OC)cc2)c(=O)[nH]1,18,-16,-7,-10,-0.2,-8,-1,0.0,-2,2,5
NC(=O)COC(=O)CCCSc1nc2ccccc2s1,57*,8,-12,6,-0.8,1,2,-0.3,54*,65,10
CN(Cc1ccco1)C(=O)c1c[nH]c2ccc(S(=O)(=O)Nc3ccc4c(c3)OCCO4)cc2c1=O,11,-4,12,-8,6.3,9,-5,0.2,11,6,13
C=CCc1cccc(Cl)c1OCCCNC1CCCC1,14,5,6,-7,-0.9,4,3,0.3,13,7,-16
CCOC(=O)Cc1csc(NC(=O)Cn2c(=O)oc3ccccc32)n1,12,-4,1,-7,0.4,11,-2,0.1,-11,6,0
C=CCN1c2ccccc2[C@]23C[C@@H](C(=O)OC)N(C(=O)OCC)C2=NC(C(=O)OC)=C(C(=O)OC)[C@H]13,14,0,-11,1,-2.8,-13,1,1.8,18,-5,4
CC12CN3CC(C)(CN(C1)C3c1ccc3ccccc3c1O)C2=O (stereo not drawn),18,-21,3,10,-0.7,0,1,-0.2,14,12,6
Cn1cnnc1SCC(=O)NNC(=O)c1ccc(Cl)cc1,3,-5,6,-2,-2.1,3,2,0.0,0,4,-1
CCCSc1nc2sc3c(c2c(=O)[nH]1)CCN(Cc1ccccc1)C3,2,-19,2,-1,-0.5,-6,-1,-0.3,-8,10,-6
COc1ccc(C)cc1NC(=O)NNC(=O)C1CCC(C(C)(C)C)CC1 (stereo not drawn),11,2,12,-8,2.0,22,3,0.3,1,5,-11
COc1ccc(/C=N/NC(=O)C(=O)NCC2CCCO2)cc1 (stereo not drawn),-2,-8,1,-4,0.0,7,0,-0.2,0,-8,-6
COc1ccc(NC2CCCN(C(=O)c3ccc(C)c(N4CCNC4=O)c3)C2)cc1 (stereo not drawn),7,-26,28,0,0.1,9,2,-0.2,0,10,-5
Oc1ccc(C(=S)N2CCN(Cc3ccccc3)CC2)cc1,8,17,4,-3,0.9,15,-3,-0.2,15,2,-12
COc1ccc(-c2cc3ccc(O)cc3oc2=O)cc1,-249,-111,-13,-90,-0.2,-442,6,-0.5,-3,-73,0
COc1ccc(OC)c(C2=C[N+](=O)C(C)(C)C(C)(C)N2[O-])c1,17,-49,0,-6,0.2,13,1,0.7,-13,-6,-8
Nc1cccc(N2C(=O)c3cccc4c(N)ccc(c34)C2=O)c1,-6,-25,-73,1,1.6,-20,-6,0.0,-27,-16,12
COc1ccc(CCNC(=O)c2ccc(Cl)nc2)cc1,-19,-36,4,-9,0.3,-34,2,0.1,-3,-14,-22
CCOc1nc(Nc2ccc(F)cc2)nc(N2CCN(c3ccc(OC)cc3)CC2)n1,21,2,20,-9,-1.8,29,-2,-0.5,4,31,-8
O=c1[nH]c2ccc(N/C(=N/S(=O)(=O)c3ccccc3)c3ccccc3)cc2[nH]1,14,-4,3,8,-2.0,6,2,-0.3,10,34,2
O=C(CN1CCN(c2ccccc2)CC1)Nc1ccc(Oc2ccccc2)cc1,19,-12,-10,-3,0.8,3,0,0.1,22,2,5
Cc1ccc(Cn2ccc(NC(=O)c3cc(-c4ccc(F)cc4)on3)n2)cc1,-3,-15,10,2,-4.1,5,1,0.3,20,3,-3
CN1CCc2nc(SCC(=O)Nc3ccc(Cl)cc3)c(C#N)cc2C1,-81,-44,-25,-52,-1.1,-142,7,0.9,11,-6,5
CCNc1nc(Oc2ccc(=O)n(-c3ccccc3)n2)nc(N2CCOCC2)n1,9,-17,6,13,6.0,1,4,-0.2,-1,10,1
COc1ccc(CN2CCC[C@]3(N[C@H](c4ccccc4)[C@@H]4C(=O)N(C)C(=O)[C@@H]43)C2=O)cc1,7,-3,11,x,-1.4,-7,x,-0.1,2,-9,1
O=c1[nH]c(N2CCN(Cc3ccc4c(c3)OCO4)CC2)nc2c1CCCC2,24,-4,-9,-12,0.7,29,0,-0.1,-3,2,2
O=C(NC(Cc1c[nH]c2ccccc12)C(=O)Nc1ccc(OC(F)(F)F)cc1)c1cccs1 (stereo not drawn),14,-3,-21,6,-2.3,24,-2,1.7,-14,16,9
CCOC(=O)C(=O)N/N=C/c1ccc(F)cc1,17,-22,5,-16,-0.3,-5,0,-0.1,-41,8,1
O=C1OCC2=C1C(c1ccccc1)CC(=O)N2c1ccccc1 (stereo not drawn),15,2,2,-26,0.0,9,-5,-0.2,-28,11,4
COC(=O)Nc1nc(-c2ccccc2)c(C(=O)c2ccccc2)s1,21,23,49,25,-0.2,16,0,-0.4,-15,10,-31
COc1cccc(/C=C2\Oc3cc(OCC(=O)N4CCCCC4)ccc3C2=O)c1OC,11,-5,-8,-13,2.7,-29,3,2.0,-25,14,-9
Cc1nn(-c2ccccc2)c(NC(=O)c2cccs2)c(-c2ccccc2)c1=O,16,12,20,0,3.4,11,0,0.2,0,-6,-6
COc1cccc(C(=O)OCC(=O)c2[nH]c(C)c(C(C)=O)c2C)c1,5,2,-4,-17,0.4,-34,2,1.8,-4,20,-2
C=C1CC2C(CCC3(C)C2CCC3(O)C(C)=O)C2(C)CCC(=O)C=C12 (stereo not drawn),23,-4,30,19,-0.1,7,0,0.5,21,14,-11
Cc1cccc2cc(/C=N/NC(=O)CN3CCOCC3)c(Cl)nc12,15,-15,0,-18,2.5,14,3,0.1,-12,-5,11
CCn1c(=O)c2c(nc3n2CCCN3CCc2ccc(OC)c(OC)c2)n(C)c1=O,11,-8,2,3,-0.5,5,x,0.2,9,-22,-8
O=C(Nc1ccc(S(=O)(=O)Nc2cnc3ccccc3n2)cc1)c1cccc(OC(F)F)c1,16,0,-24,-14,-0.7,-2,-1,0.1,-6,-13,18
CCOc1cccc(C(=O)Nc2nnc(-c3ccco3)s2)c1,-91,-118,-3,-4,-0.5,-77,-3,0.5,36,-34,0
O=C(C[C@H]1C/C=C\CCC(=O)O[C@@H](c2ccccc2)CNC1=O)NCCO,-1,-37,-1,-3,-1.4,2,x,-0.2,21,-19,-5
NC(=O)C1CCN(C2CC(=O)NC2=O)CC1 (stereo not drawn),2,-22,7,7,-0.2,10,-3,-0.2,16,4,-2
CCOc1ccc(CCNC(=O)CCC(=O)N2CCOc3ccc(C)cc32)cc1OCC,15,-56,2,x,0.2,2,-2,0.0,-2,13,3
C[C@H](CO)N1C[C@H](C)[C@@H](CN(C)Cc2ccc(-c3ccccc3)cc2)Oc2c(NC(=O)c3ccncc3)cccc2C1=O,20,-7,23,16,3.0,44,x,-0.2,-28,19,3
O=C(Cn1c(C(=O)OCCO)cc2ccccc21)c1ccccc1,-14,-4,-16,7,-0.4,35,1,-0.1,13,-1,6

(listing goes on)
molecule,HIF-2a block,NR2E3 ag-1,CF NFkB block,TRPM1 prom inh,hiPSC survival,Peg3 promoter,NR2E3 ag-2,aDG glyco act,TWEAK Fn14 block,Shn3 3UTR inh,KKLEB cytotox
CC(=O)c1c(O)c2ccccc2n(C(C)C)c1=O,14,-4,16,17,-0.6,20,1,0.1,18,1,3
CCOc1ccc(C(=O)NCC(=O)NCC2CCCCC2)cc1OCC,9,-20,-7,6,0.5,2,4,0.0,5,8,9
Cn1c(=O)c2c(ncn2CC(=O)Nc2ccccc2N2CCOCC2)n(C)c1=O,8,-16,16,6,1.3,1,2,0.2,2,12,-10
CC(=O)N(Cc1nc2sc(C)c(C)c2c(=O)[nH]1)C1CCCC1,16,20,7,6,-0.6,3,3,0.1,12,15,16

Compounds were not picked by outcome; overall some 4.4% were active at least once.
